From PubChem BioAssay
KCNK3 inh: human KCNK3 channel inhibition, primary screen; CHO-KCNK3 thallium flux, FluxOR fluorescence; hits give low values; B-score at 10 µM; hit rate 0.84% among 340,000; AID 602410;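 active = B-score under library mean minus 4 SD, starting fluorescence ratio at most library mean plus 5 SD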;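 also: more negative B-score means stronger inhibition of thallium flux through KCNK3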
TMEM16A act: mouse TMEM16A channel activation, primary screen. B-score at 10 µM. AID 623877. Q8BHY3. hit rate 0.3% among 340,000. HEK293 TMEM16A/YFP-H148Q/I152L, iodide quench fluorescence; hits give low values;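 active = fluorescence-ratio B-score plate-corrected deviation score at least 3 library SD below zero, with starting fluorescence score within 5 deviations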;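 also: channel opened by trigger with iodide after compound preincubation; score built on the fluorescence ratio of max minus min over baseline; more negative score means more quench and so TMEM16A activation or potentiation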
KCNQ1 pot: potentiators or activators of human KCNQ1 potassium channel | CHO-K1 KCNQ1, thallium flux FluxOR fluorescence; hits give high values | B-score at 10 µM | hit rate 0.35% among 310,000 | AID 2648;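 active = fluorescence ratio B-score, a plate-corrected score, at least three library SD, with initial intensity B-score within 5 SD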
Target sequence (P51787 whole entry, looked up): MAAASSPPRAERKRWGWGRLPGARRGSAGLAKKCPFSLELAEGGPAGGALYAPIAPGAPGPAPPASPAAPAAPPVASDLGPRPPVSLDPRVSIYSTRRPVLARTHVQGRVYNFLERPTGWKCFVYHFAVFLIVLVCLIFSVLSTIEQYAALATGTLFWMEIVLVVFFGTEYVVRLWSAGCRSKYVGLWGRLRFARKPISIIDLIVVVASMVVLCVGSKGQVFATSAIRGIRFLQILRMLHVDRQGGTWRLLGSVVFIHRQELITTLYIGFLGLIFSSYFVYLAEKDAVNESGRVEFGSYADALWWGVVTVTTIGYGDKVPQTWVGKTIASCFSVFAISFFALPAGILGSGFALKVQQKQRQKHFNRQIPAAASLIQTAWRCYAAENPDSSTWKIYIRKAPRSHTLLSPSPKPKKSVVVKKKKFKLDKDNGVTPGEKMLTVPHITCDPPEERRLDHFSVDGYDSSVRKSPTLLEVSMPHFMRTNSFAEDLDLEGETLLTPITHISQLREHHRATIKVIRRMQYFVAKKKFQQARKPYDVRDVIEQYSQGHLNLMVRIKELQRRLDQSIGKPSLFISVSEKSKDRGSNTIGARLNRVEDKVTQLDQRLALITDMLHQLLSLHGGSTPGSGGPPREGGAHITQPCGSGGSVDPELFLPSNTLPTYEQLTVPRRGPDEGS
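Schedule – 37 °C overnight plating, 90-min dark dye load, 20-min compound pretreatment · System – stable KCNQ1 CHO-K1 line · Probe or stimulus – thallium- and potassium-containing depolarizing buffer · Measured by – kinetic FluxOR fluorescence, 10 s baseline plus 110 s post-stimulus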
HDAC3 inhib: inhibitors of human histone deacetylase 3; O15379; recombinant HDAC3, fluorogenic peptide/trypsin coupled, fluorescence; inhibition, % at 8.3 µM; hit rate 0.15% among 320,000; in the data active = inhibition above about 26%, passing the limit was not always enough; inconclusive = no clear call, values can overlap the other calls
RGS4 act: potentiators or activators of RGS4; HEK293 M3R/inducible RGS4, carbachol calcium flux Fluo4; hits give low values; B-score at 10 µM; hit rate 0.92% among 310,000; AID 463111;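 active = B-score of the integrated calcium signal more than 4 SD below the library mean, with starting fluorescence not abnormally high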;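 also: negative B-score means reduced calcium response which marks RGS4 activation or potentiation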
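Detection: kinetic calcium fluorescence imaging with Fluo4-AM dye, 2 µM / Material: HEK293 cells with stable M3R and inducible RGS4 / Schedule: recording 10 s baseline at 1 Hz, 100 s post-agonist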
ANO1 block: inhibitors of mouse TMEM16A calcium-activated chloride channel | normalized B-score (activity score, 25-100; higher = stronger inhibition) at 10 µM | AID 588511 | hit rate 1.2% among 310,000 | HEK293 TMEM16A/YFP iodide influx fluorescence, ionomycin;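 active = ratio plate-corrected score three or more library SD toward inhibition, starting fluorescence score within five deviations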;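 also: score derived from kinetic fluorescence span divided by baseline fluorescence per well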
hERG rescue: compounds protecting human hERG from proarrhythmic drug block; CHO-hERG, FluxOR thallium flux, dofetilide IC70 present; activation (rescue from dofetilide block), less the hit threshold, % at 10 µM; hit rate 0.51% among 310,000; Q12809;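 active = activation above the mean of controls blocked by dofetilide plus 5 SD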;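 also: thallium influx through hERG after potassium depolarization seen as dye fluorescence rise; in these data hits start at about 4.7%; inactives centre near -7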
KCNQ1 inh: blocks the human KCNQ1 potassium channel. P51787. CHO-K1 KCNQ1, FluxOR thallium flux fluorescence; hits give high values. B-score at 10 µM. hit rate 1.3% among 310,000. AID 2642;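 active = compounds whose thallium flux B-score, printed positive for inhibition, exceeds three library SD while starting fluorescence stays within three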;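 also: channel opened by potassium depolarization with thallium stimulus after 20 min compound exposure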
RGS4 inh: inhibitors of human RGS4; P49798; HEK293 M3R/RGS4 inducible, Fluo-4 calcium flux; hits give high values; triggered by carbachol at its EC20; B-score at 10 µM; hit rate 0.45% among 310,000;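 active = B-score, a plate-corrected calcium signal, over three deviations above library mean, with baseline fluorescence within five deviations of library mean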;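 also: RGS4 expression induced by doxycycline in cells with stable M3 receptor; B-score is computed from the integrated fluorescence ratio over baseline after carbachol; higher B-score means a larger calcium signal and so more RGS4 inhibition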
KCNK9 inh: blocks the human KCNK9 two-pore domain potassium channel. Q9NPC2. HEK293 KCNK9, FluxOR thallium flux fluorescence; hits give low values. B-score at 10 µM. hit rate 1.2% among 310,000;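 active = ratio B-score over 3 SD below the library mean, with starting fluorescence within 5 SD of its mean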;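 also: negative B-score means less thallium flux so channel inhibition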
Target sequence (Q9NPC2 whole entry, looked up, the tested form may be a part): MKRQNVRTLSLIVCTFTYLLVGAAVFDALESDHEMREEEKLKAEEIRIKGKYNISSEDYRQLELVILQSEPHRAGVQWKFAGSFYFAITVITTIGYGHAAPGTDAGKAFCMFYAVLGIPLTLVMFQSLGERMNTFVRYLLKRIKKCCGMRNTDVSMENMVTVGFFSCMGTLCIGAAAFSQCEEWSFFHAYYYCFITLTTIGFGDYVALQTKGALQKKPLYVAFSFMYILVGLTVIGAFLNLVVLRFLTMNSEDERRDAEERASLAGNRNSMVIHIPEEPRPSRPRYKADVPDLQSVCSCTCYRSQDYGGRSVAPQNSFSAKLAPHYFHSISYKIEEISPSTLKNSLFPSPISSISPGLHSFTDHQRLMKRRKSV
SKKanGAS inh: SKKanGAS growth inhibition. S. pyogenes SKKanGAS, kanamycin growth, BacTiter-Glo, 6 h. hit rate 1.3% among 300,000. inhibition, % at 7.5 µM. AID 1662;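 active = mean replicate score, as percent of positive control median, at least 50; inconclusive = mean below 50 but one replicate at or above 50; inactive = mean and every replicate below 50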;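 also: strain carries kanamycin resistance gene driven by streptokinase promoter and grows in 40 µg/ml kanamycin; loss of luminescence reflects streptokinase promoter inhibition or plain growth inhibition; 0% = median of DMSO wells and 100% = positive control at its reference dose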
* hit, by the source's call; i = inactive; ? = inconclusive; nt = no result given.

SMILES	KCNK3 inh	TMEM16A act	KCNQ1 pot	HDAC3 inhib	RGS4 act	ANO1 block	hERG rescue	KCNQ1 inh	RGS4 inh	KCNK9 inh	SKKanGAS inh
COc1ccc(N(CC(=O)NCc2ccc(Cl)cc2)S(=O)(=O)c2c(C)noc2C)cc1	i	i	i	1	i	i	-5	i	i	i	-5
CCCc1cc(-c2n[nH]c(=S)n2CC(C)C)cs1	i	i	i	0	i	i	3	i	i	i	-1
COc1ccc(NC(=O)CN(C)C(=O)c2cccnc2Sc2ccc(C)c(C)c2)cc1	i	i	i	nt	i	i	-6	i	i	i	4
CCc1ccc(NC(=O)C(C)OC(=O)C2CCC(=O)N2)cc1 (stereo not drawn)	i	i	i	1	i	i	-8	i	i	i	-4
Cc1c(Cc2ccc3c(c2)OCO3)sc(NC(=O)c2cccc3ccccc23)c1C(N)=O	i	i	i	2	i	i	-9	i	i	i	19
CCC(C(=O)N1CC2(C)CC1CC(C)(C)C2)N1C(=O)c2ccccc2C1=O (stereo not drawn)	i	i	i	1	i	i	-7	i	i	i	11
COc1cccc(NC(=O)CSc2nc3ccccc3c(=O)n2Cc2cccs2)c1	i	i	i	-1	i	i	-9	i	i	i	4
CCN(CCS(=O)(=O)c1ccc(Cl)cc1)C(=O)Nc1ccccc1	i	i	i	7	i	i	-10	i	i	i	-5
C[C@H](NC(=O)c1nc[nH]c1C(=O)N[C@H](C)c1ccccc1)C(=O)OC(C)(C)C	i	i	i	?	i	i	-11	i	i	i	2
COC(=O)CCP(=O)(O)Cc1ccccc1CP(=O)(O)CCC(=O)OC	i	i	i	-2	i	i	-10	i	i	i	-9
COc1ccc(/C=N/n2cnc3scc(-c4cccs4)c3c2=O)cc1OC	i	i	i	7	i	i	-3	i	i	i	6
CC(OC(=O)c1ccc2ncsc2c1)C(=O)N1CCCC1 (stereo not drawn)	nt	nt	i	-4	i	i	-5	i	i	i	nt
O=C(Nc1ccc(S(=O)(=O)N2CCCC2)cc1)C1COc2ccccc2O1 (stereo not drawn)	i	i	i	-3	i	i	-7	i	i	i	3
COc1cc(CCC(=O)OCC(=O)Nc2ccc(F)c(F)c2F)cc(OC)c1OC	i	i	i	-8	i	i	-3	i	i	i	-3
CCO/C([O-])=N/c1sn[n+](C)c1C	i	i	i	-1	i	i	-11	i	i	i	6
COc1cc(S(=O)(=O)NCc2ccccc2Cl)ccc1-n1cnnn1	i	i	i	7	i	i	-4	i	i	i	1
CC(NS(=O)(=O)c1ccc(Br)cc1)C(=O)NCc1ccco1 (stereo not drawn)	i	i	i	-8	i	i	-3	i	i	i	0
O=C(O)CN1C(=O)c2ccc(Oc3ccc([N+](=O)[O-])cc3)cc2C1=O	i	i	i	-1	i	i	-2	i	i	i	-7
Cc1ccc2c(cnn2C(=O)CCC(=O)N2CCCCC2)c1	i	i	i	-1	i	i	-7	i	i	i	3
CC1CN(S(=O)(=O)c2cccc(C(=O)NCCCn3ccnc3)c2)CC(C)O1 (stereo not drawn)	i	i	i	-6	i	i	-6	i	i	i	-3
O=C1C2C(c3ccccc3)CC=CC2[C@H](c2cccc([N+](=O)[O-])c2)N1Cc1ccccc1 (stereo partly drawn)	i	i	i	-1	i	i	-13	i	i	i	18
COc1cccc(-c2nn(-c3ccccc3)cc2C(=O)Nc2nccs2)c1	-10*	i	i	1	i	i	-11	6*	i	-15*	62*
COc1ccc(S(=O)(=O)N(CC(=O)NCc2ccncc2)Cc2ccccc2)cc1	i	i	i	-2	i	i	-12	i	i	i	-1
Cc1cc(C)cc(NC(=O)Oc2ccccc2N2CCCCC2)c1	i	i	i	-1	i	i	-8	i	i	i	-5
OCCCNc1nc(-c2ccc(Br)cc2)nnc1-c1ccc(Cl)cc1	i	i	i	6	i	i	-8	i	i	i	24
(continued)
SMILES	KCNK3 inh	TMEM16A act	KCNQ1 pot	HDAC3 inhib	RGS4 act	ANO1 block	hERG rescue	KCNQ1 inh	RGS4 inh	KCNK9 inh	SKKanGAS inh
CCOC(=O)N1CCN(C(=O)c2cn(C)c3ccc(S(=O)(=O)N(CC)CC)cc3c2=O)CC1	i	i	i	5	i	i	0	i	i	i	-2
CCC(=O)N1CCN(c2ccccc2NC(=O)COc2cccc(C)c2C)CC1	i	i	i	4	i	i	-14	i	i	i	6
O=C(NCc1cccnc1)c1ccc([N+](=O)[O-])o1	i	i	i	-1	i	i	-5	i	i	i	26
Cc1cccc(C(=O)NC2CCN(C(=O)Nc3ccccc3C)CC2)c1	i	i	i	-4	i	i	-6	i	i	i	-23
CC(C)[C@H](NC(=O)[C@H]1N2C(=O)c3ccccc3C2SC1(C)C)C(=O)NCc1ccco1 (stereo partly drawn)	i	i	i	-5	i	i	-12	i	i	i	2
Cc1ccc(S(=O)(=O)N[C@@H](CC(C)C)C(=O)N2CCC(C(=O)N[C@@H](Cc3ccccc3)C(=O)O)CC2)cc1	i	i	i	0	i	i	-9	i	i	i	1
Cn1cnnc1SCC(=O)c1ccc2c(c1)OCCO2	i	i	i	14	i	i	-10	i	i	i	2
Cc1ccc(-c2cccc(CN3CCN(C(C)C)C(CCO)C3)c2)o1 (stereo not drawn)	i	i	i	2	i	i	-5	i	i	i	-2
Cc1ccc(NC(=O)Cn2nnc3ccccc32)c(C)c1	i	i	i	-8	i	i	-2	i	i	i	5
O=C(Cn1nc(-c2ccccc2)ccc1=O)Nc1ccc(-n2cnnn2)cc1	i	i	i	-7	i	i	-7	i	i	i	-10
COC(=O)c1ccc(COc2ccc3c(c2)CCC3)o1	i	i	i	6	i	i	-8	i	i	i	-8
COc1ccc(CN2CCN(C(=O)CCC(=O)Nc3nnc(C(F)(F)F)s3)CC2)cc1F	i	i	i	2	i	i	-3	i	i	i	0
COc1cc(C(=O)NCCOc2cc(C)ccc2C(C)C)cc(OC)c1OC	i	i	i	2	i	i	-18	i	i	i	-5
O=C1CS/C(=N/N=C/c2cccs2)N1	i	i	i	6	i	i	-7	i	i	i	-19
Cc1cc(Cl)ccc1OC(C)C(=O)NNC(=O)C1CCCCC1C(=O)O (stereo not drawn)	i	i	i	-15	i	i	0	i	i	i	-3
Cn1nc(/C=C/c2ccccc2)ccc1=O	i	i	i	1	i	i	-7	i	i	i	1
C[C@H](NC(=O)C1CCN(S(=O)(=O)c2ccccc2)CC1)C(=O)NCc1ccccc1	i	i	i	-10	i	i	-6	i	i	i	-11
NC(=O)c1cc2ccncc2c2ccccc12	i	i	i	8	i	i	-7	i	i	i	-5
N/C(CC(=O)NC1CCCCC1)=N\OCC(=O)Nc1ccc(Cl)c(Cl)c1	i	i	i	4	i	i	-5	i	i	i	-5
CC(Oc1ccc2c3c(c(=O)oc2c1)CCC3)C(=O)NCc1cccnc1 (stereo not drawn)	i	i	i	-3	i	i	-13	i	i	i	-7
COc1ccccc1C(=O)Nc1c2c(nn1-c1cccc(C)c1C)CS(=O)(=O)C2	i	i	i	-15	i	i	-7	i	i	i	-6
Cc1cc(Nc2ccc(Cl)cc2)n2ncnc2n1	i	i	i	-7	i	i	-7	i	i	i	-2
COc1ccc(-c2cccc(C(=O)Nc3ccc(C)cc3)c2)cc1	i	i	i	1	i	i	-12	i	i	i	-9
O=c1oc2cc(S(=O)(=O)NCCCO)ccc2c2ccc(S(=O)(=O)NCCCO)cc12	i	i	i	nt	i	i	-7	i	i	i	-11
CCC(C(=O)N1CCCC1)n1nc(C)c2c(C)n(-c3ccccc3)nc2c1=O (stereo not drawn)	i	i	i	2	i	i	-7	i	i	i	-4
Going on with the list:
SMILES	KCNK3 inh	TMEM16A act	KCNQ1 pot	HDAC3 inhib	RGS4 act	ANO1 block	hERG rescue	KCNQ1 inh	RGS4 inh	KCNK9 inh	SKKanGAS inh
Cc1ccc(S(=O)(=O)N2CCOC2CNC(=O)C(=O)NCc2ccccn2)cc1 (stereo not drawn)	i	i	i	1	i	i	-9	i	i	i	1
CCc1ccc(NC(=O)CNC(=O)c2nn(-c3ccc(OC)cc3)c(=O)c3ccccc23)cc1	i	i	i	-51	i	i	-10	i	i	i	11
CC(=O)Nc1cccc(NC(=O)c2cc(-c3ccccn3)nc3ccc(Cl)cc23)c1	i	i	i	3	i	i	-8	i	i	i	6
COc1ccc(C(=O)NC(=S)Nc2ccc3c4c(cccc24)CC3)cc1OC	i	i	i	-3	i	i	-5	i	i	i	-6
CCOc1ccccc1NC(=O)CC1SC(=N)N(c2ccccc2)C1=O (stereo not drawn)	nt	nt	i	20	i	i	3	i	i	i	-7
CCOC(=O)C(CC)(CC)C(=O)/C=C/c1ccc(OC)cc1	i	i	i	11	i	i	-8	i	i	i	0
Cn1cc(Br)c(C(=O)Nc2sc3c(c2C(N)=O)CCCC3)n1	i	i	i	0	i	i	-1	i	i	i	-6
CCN(CCn1cccn1)Cc1nc(-c2ccc(C(=O)OC)cc2)no1	i	i	i	-3	i	i	-8	i	i	i	10
Cc1ccc(NC(=O)N2CCCN(Cc3ccc(F)cc3)C2)cc1C	i	i	i	4	i	i	-14	i	i	i	-5
COc1ccc(N=C2C(=O)N3CCCc4cccc2c43)cc1	i	i	i	4	i	i	-8	i	i	i	-3
Cn1c(=O)c2sccc2n2c(CCCC(=O)NCCc3ccccc3)nnc12	i	i	i	-4	i	i	-8	i	i	i	0
Clc1ccc(SCc2cc(-c3ccccc3)no2)cc1	i	i	i	-1	i	i	-8	i	i	i	0
O=C(OCC(=O)N1CCN(C(=O)c2ccco2)CC1)c1cccc(O)c1	i	i	i	2	i	i	-4	i	i	i	-7
Cc1nc(N)sc1C(=O)OCC(C)C	i	i	i	-3	i	i	-10	i	i	i	-21
CCC(=NC(CC)CO)C1=C(O)CC(C)(C)CC1=O (stereo not drawn)	i	i	i	8	i	i	-5	i	i	i	-7
COC(=O)c1c(-c2ccc3ccccc3c2)csc1NC(=O)Cc1ccc(OC)c(OC)c1	i	i	i	8	i	i	-2	i	i	i	-4
CC(C)NS(=O)(=O)c1ccc2c(c1)oc(=O)n2C	i	i	i	2	i	i	-5	i	i	i	-1
Cc1cnc(NC(=O)c2c(O)c3cccc4c3n(c2=O)CCC4)s1	nt	nt	i	nt	i	nt	-5	i	i	i	-4
C#CCSc1nnc(-c2ccc([N+](=O)[O-])cc2)o1	i	i	i	0	i	i	-10	i	i	i	0
Cn1cccc1/C=N/n1cnnc1	i	i	i	0	i	i	-11	i	i	i	1
